PLK1 PBD block: qHTS for Inhibitors of PLK1-PDB (polo-like kinase 1 - polo-box domain): Primary Screen; 360,000 compounds, 2.8% hits; Plk1 PBD binding of FITC phosphopeptide, fluorescence polarization; Potency, µM, for the others: max response, negative = inhibition, usual class: inhibitors; Serine/threonine-protein kinase PLK1 (Homo sapiens), P53350; note: potency is the fitted concentration of half-maximal effect; series mostly up to about 57 µM; % is set by controls: 0 for no effect and ±100 for the full control effect; nearly all actives have a fitted effect of over 65% in size
IL-2 act: qHTS of IL-2 Activators | activation, % (series mostly up to about 46 µM) | 360,000 compounds, 0.065% hits | IL-2 activation reporter assay, cell-based qHTS; stimulated with anti-CD3/CD4/CD28 beads; in transgenic mouse T cells; in the data active = activation above about 50%; inconclusive = mostly about 30% to 49%; note: 0% is about no effect
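EGFP and DsRed fluorescence is measured by plate cytometry in unstimulated transgenic mouse T cells exposed to compound for 60 minutes, then stimulated 18 hours at 37 degrees C with anti-CD3/anti-CD4 beads plus anti-CD28.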
EPAC2 agonist: qHTS for Agonist of cAMP-regulated guanine nucleotide exchange factor 4 (EPAC2): primary screen | EPAC2 activation, biochemical qHTS; response scale: 100% = 6.5 mM cAMP response | 360,000 compounds, 0.079% hits | AID 720711, 2013 | Potency, µM (top dose mostly 154 µM), inactives show at the top dose activation, usual class: activators; note: potency is the fitted concentration of half-maximal effect; nearly all actives have a fitted effect of over 50% in size
Target sequence (Q8WZA2 whole entry, looked up): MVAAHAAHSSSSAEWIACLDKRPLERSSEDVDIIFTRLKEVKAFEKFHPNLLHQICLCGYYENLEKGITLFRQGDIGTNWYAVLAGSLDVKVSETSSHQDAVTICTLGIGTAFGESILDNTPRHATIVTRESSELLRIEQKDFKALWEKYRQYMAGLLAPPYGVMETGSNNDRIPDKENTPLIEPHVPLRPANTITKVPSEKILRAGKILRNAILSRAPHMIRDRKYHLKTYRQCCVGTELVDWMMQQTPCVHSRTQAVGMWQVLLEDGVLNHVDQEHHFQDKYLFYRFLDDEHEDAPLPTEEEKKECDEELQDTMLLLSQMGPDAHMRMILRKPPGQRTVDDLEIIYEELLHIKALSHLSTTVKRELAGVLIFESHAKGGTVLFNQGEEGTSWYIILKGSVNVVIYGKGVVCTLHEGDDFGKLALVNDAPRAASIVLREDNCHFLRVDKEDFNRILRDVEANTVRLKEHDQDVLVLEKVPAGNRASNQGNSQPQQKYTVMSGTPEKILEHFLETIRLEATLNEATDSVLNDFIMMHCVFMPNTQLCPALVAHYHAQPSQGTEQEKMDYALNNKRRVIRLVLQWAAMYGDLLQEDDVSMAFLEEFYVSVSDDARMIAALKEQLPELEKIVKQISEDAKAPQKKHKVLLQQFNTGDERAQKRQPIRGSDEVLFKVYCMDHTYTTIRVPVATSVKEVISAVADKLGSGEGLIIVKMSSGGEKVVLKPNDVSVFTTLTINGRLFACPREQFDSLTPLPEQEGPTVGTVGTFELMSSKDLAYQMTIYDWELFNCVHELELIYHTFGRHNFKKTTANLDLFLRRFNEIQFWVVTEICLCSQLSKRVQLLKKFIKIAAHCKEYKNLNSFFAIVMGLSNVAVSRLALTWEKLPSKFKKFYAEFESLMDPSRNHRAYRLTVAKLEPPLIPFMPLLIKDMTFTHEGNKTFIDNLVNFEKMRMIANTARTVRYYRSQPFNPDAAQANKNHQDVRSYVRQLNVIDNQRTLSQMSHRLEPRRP
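Compounds were titrated in qHTS against a Rap1B-BODIPY-GDP (250 nM) complex with EPAC2 (100 nM) and GDP (50 uM). BODIPY-GDP release tracked at 480/540 nm over 30 min at room temperature, normalized to 6.5 mM cAMP.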
PI5P4K alpha inh: qHTS for Inhibitors of phosphatidylinositol 5-phosphate 4-kinase (PI5P4K); Phosphatidylinositol 5-phosphate 4-kinase type-2 alpha (Homo sapiens), P48426; PI5P4Kalpha enzyme, ADP-Glo luminescence, 60 min; active compounds read low; 330,000 compounds, 1.2% hits; max response, %; active = max response of -50% or lower; inconclusive = between -30% and -50%; inactive = -30% or higher; note: value at the top dose of about 77 µM; % is set by controls: 0 for no effect and ±100 for the full control effect
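Reactions run in 0.038 M HEPES pH 7.4, 0.28 mM EGTA, 0.1% CHAPS and 5% DMSO, with PI5P4Kalpha, substrate, compound and 5 microM ATP final, one hour at room temperature. Readout is ADP-Glo luminescence.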
EPAC1 agonist: qHTS for Agonist of cAMP-regulated guanine nucleotide exchange factor 3 (EPAC1): primary screen | Potency, µM (highest dose often 154 µM), without a hit: at the top dose activation, usual class: activators | EPAC1 agonist qHTS, biochemical assay; response scale: 100% = response to 6.5 mM cAMP | 360,000 compounds, 0.073% hits; note: potency is the fitted concentration of half-maximal effect; nearly all actives have a fitted effect of over 60% in size
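Nucleotide exchange by EPAC1 (100 nM) on Rap1B–BODIPY-GDP (250 nM) in the presence of 50 uM GDP is tracked fluorescently at 480/540 nm over 30 min. Signals are normalized to a 6.5 mM cAMP control.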
CCT chaperon mod: High-Throughput Screening for Modulators of Cytosolic Chaperonin Activity. purified chaperonin ATPase assay, HTRF ADP detection, 30 min. activity change, % (concentration not given with the values), hits read low. 360,000 compounds, 0.3% hits; in the data active = activity change below about -30%; note: % is set by controls: 0 for no effect and ±100 for the full control effect
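ATPase activity: ADP formed was measured by HTRF Transcreener (665/615 nm ratio) after 30 min at 37 deg C with 10 uM ATP. Compounds screened at one 76 uM concentration against 40 or 20 nM TRiC in Tris pH 7.4/KCl/MgCl2/DTT buffer.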
WRN helicase inh: qHTS for Inhibitors of WRN Helicase | Bifunctional 3'-5' exonuclease/ATP-dependent helicase WRN (Homo sapiens), Q14191 | WRN helicase unwinding, fluorescent forked duplex, kinetic | Potency, µM (titrated, usually from 114 µM), without a hit: top-dose activity change, negative = inhibition, actives largely listed as inhibitors | 360,000 compounds, 0.46% hits | AID 651768, 2012; note: potency is the fitted concentration of half-maximal effect; % is set by controls: 0 for no effect and ±100 for the full control effect; nearly all actives have a fitted effect of over 55% in size
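Screening of the MLSMR collection measured strand separation of a quenched forked DNA duplex (100 nM) by 20 nM WRN with 2 mM ATP, all final. Compounds were preincubated with enzyme 15 min at room temperature.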
EPAC1 antagonist: qHTS for Antagonist of cAMP-regulated guanine nucleotide exchange factor 3 (EPAC1): primary screen. Potency, µM (doses to about 115 µM), for the others: top-dose activity change, negative = inhibition, most hits filed as inhibitors. 360,000 compounds, 0.14% hits. EPAC1 GEF assay, Rap1b-BODIPY-GDP exchange fluorescence. Rap guanine nucleotide exchange factor 3 (Homo sapiens), O95398;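 note: potency is the fitted concentration of half-maximal effect; plate controls were vehicle for no effect and positive control for full effect; nearly all actives have a fitted effect of over 50% in size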
* marks the source's active call; other numbers are inactive results; ? = inconclusive; · = not tested or not shown; [ ] = dose if it differs, or a comment. Unless noted, calls come from the whole dose curve; as a rule, active = well fitted curve in the direction sought with a large enough effect; inconclusive = small, poorly fitted or top-dose-only effect, or another doubt; inactive = no such curve, though single readings can be large; an effect the other way counts as inactive or inconclusive. Not all compounds are listed, so the mix of outcomes need not match the whole.

Every second line gives: PLK1 PBD block | IL-2 act | EPAC2 agonist | PI5P4K alpha inh | EPAC1 agonist | CCT chaperon mod | WRN helicase inh | EPAC1 antagonist
1) C/C(=N\NC(=O)c1ccco1)c1ccc(NC(=O)c2cccs2)cc1
  -8% | -3.5 | 10% | -7 | 22% | -3.8 | -23% | -10%
2) N#Cc1ccccc1NC(=O)c1ccc2c(c1)OCCO2
  -6% | 0.8 | 3% | -7 | 4% | 1.8 | -8% | -1%
3) COc1cccc(C2CC(c3cccs3)Nc3ncnn32)c1 (stereo not given)
  -3% | -0.1 | -2% | -5 | 5% | -0.2 | -6% | 1%
4) COc1cccc(NC(=O)CN(C)C(=O)c2cccc(S(=O)(=O)Nc3ccccc3OC)c2)c1
  7% | -3.1 | -7% | -5 | -4% | -0.3 | 3% | 1%
5) O=C(NCc1ccco1)C1CCN(C(=O)Cc2ccccc2)CC1
  -11% | 1.1 | 8% | -8 | 2% | -6.8 | 3% | 1%
6) CCS(=O)(=O)N1CCC(c2nc3ccccc3[nH]2)CC1
  -7% | -1.1 | 8% | 4 | 7% | -2.6 | 2%[57.1 µM] | 7%
7) CCc1c(-c2ccc(Cl)cc2)ncn1Cc1cccc(-c2ccccc2)c1
  -18% | -0.8 | 7% | -16 | 4% | · | -8% | -17%
8) CCCC1(c2ccccc2)NC(=O)N(CC(=O)Nc2ccccc2C(F)(F)F)C1=O (stereo not given)
  4% | 0.8 | -2% | -1 | -7% | -1.9 | -6% | -11%
9) COc1ccc(C/C(C)=N/NC(=S)Nc2ccc(Cl)cc2)cc1
  -15% | -2.9 | 5% | 1 | 5% | -0.1 | -6% | 4%
10) Cc1ccc(-n2cnc3scc(-c4cccs4)c3c2=O)cc1
  0% | -0.5 | 5% | -3 | 7% | -1.2 | -3% | -9%
11) CCCC1c2ccsc2CCN1C(=S)NC (stereo not given)
  -15% | -0.1 | 5% | -5 | 12% | -1.6 | 5% | 0%
12) CC1CN(C(=O)/C(C#N)=C2\N=C(NC(=O)c3ccc(F)cc3)c3ccccc32)CC(C)O1 (stereo not given)
  3% | -0.5 | -5% | 0 | 10% | 1.6 | -4% | 0%
13) COc1ccccc1/C=N/NC(=O)c1cc2c(OC)c(OC)ccc2[nH]1
  -13% | 1.2 | -5% | -3 | -4% | -7.7 | -18% | -10%
14) CCC1CCC2(CC1)NC(=O)N(CC(=O)Nc1ccc(OC)cc1)C2=O (stereo not given)
  -3% | 0.9 | 5% | -2 | 3% | -2.2 | -15% | 0%
15) CCN(CC)C(=O)CN1CCN(Cc2ccc3c(c2)OCO3)CC1
  0% | 0.3 | -9% | -1 | 4% | -2.0 | -20%[57.1 µM] | 11%
16) COc1ccc(S(=O)(=O)N2CCN(Cc3cccnc3)CC2)cc1
  -3% | -1.0 | 1% | -4 | 6% | -0.5 | 3% | 16%
17) Cn1c(=O)n(CC(N)=O)c(=O)c2c1nc1n2CCCN1Cc1ccccc1
  -12% | -1.0 | 5% | -2 | 8% | -3.1 | -2%[57.1 µM] | -1%
18) O=C(Cn1cc2c(n1)CCCC2)N1CCCC1
  -10% | -2.5 | 14% | 3 | 3% | 1.5 | -1% | -9%
19) COc1ccc(CNC(=O)c2cc3cccc(O)c3oc2=N)cc1
  -6% | -3.8 | 4% | -22 | 8% | -1.1 | 0% | -28%
20) CC(C)n1cnc2c(oc3ccccc32)c1=O
  2% | 1.8 | 4% | 3 | 1% | 0.5 | -4% | -1%

(further entries)
Every second line gives: PLK1 PBD block | IL-2 act | EPAC2 agonist | PI5P4K alpha inh | EPAC1 agonist | CCT chaperon mod | WRN helicase inh | EPAC1 antagonist
21) Oc1ccc(Br)cc1C=Nc1cccn2cc(-c3ccccc3)nc12
  -10% | 3.2 | -17% | -10 | 2% | 2.2 | -5% | 0%
22) COc1cc(/C=C/CN2CCC(Oc3ccc(C(=O)N4CCCC4)cc3)CC2)ccc1O
  -4% | -0.3 | 10% | 1 | 11% | -0.5 | 2% | 14%
23) O=C(Cn1cnc([N+](=O)[O-])n1)N/N=C/c1cccc(Cl)c1
  -4% | 0.9 | 10% | 1 | -2% | 2.4 | -16% | -11%
24) CCOCc1nnc(NC(=O)c2cc(OC)c(OC)c(OC)c2)s1
  -2% | -1.2 | 8% | 2 | 2% | -1.0 | -8% | -21%
25) Cc1ccccc1-c1cnc(C(O)c2ccc(F)cc2C)[nH]1 (stereo not given)
  -9% | 0.2 | 15% | 3 | -3% | -0.1 | -5% | -9%
26) NC(=O)C1CCCN(CC(=O)Nc2cc(S(=O)(=O)N3CCOCC3)ccc2N2CCCC2)C1 (stereo not given)
  -2% | -0.4 | 1% | -5 | -2% | 0.9 | 7% | 13%
27) CC(=O)CCc1oc2ccccc2c1-c1ccccc1
  -9% | -0.8 | 23% | -6 | 16% | -1.3 | -30% | -5%
28) O=C(NCc1ccc(Cl)cc1)N1CCN(C(=O)c2ccccc2)CC1
  1% | 0.0 | 0% | 0 | -16% | 1.8 | -7% | 15%
29) CCOC(=O)N1CCN(C(=O)/C(=C/c2cccc3ccccc23)NC(=O)c2ccc(OC)cc2)CC1
  -10% | 1.3 | 13% | · | 11% | -0.9 | -4% | -12%
30) CCc1nc2sc3c(c2c(=O)o1)CCCC3
  -24% | -3.8 | 18% | 1 | 2% | -1.4 | 6% | -25%
31) CN(C(=O)c1cccnc1)c1nnc(-c2ccccn2)s1
  3% | 4.7 | -6% | 4 | 2% | 0.9 | -9% | 2%
32) OC(c1ccccc1)(c1nc(-c2cc(F)cc(F)c2)cs1)C(F)(F)F (stereo not given)
  -6% | -0.5 | 4% | 6 | -20% | 0.1 | -12% | -29%
33) Clc1cccc(Nc2ncnc3ccc(Br)cc23)c1
  -15% | -2.3 | 26% | · | 25% | -2.4 | -24% | -7%
34) COc1cc(-c2noc(C)c2C(=O)NCCc2cccs2)cc(OC)c1OC
  -2% | -0.3 | 11% | 3 | 2% | -0.6 | 5% | -4%
35) O=C(CNC(=O)c1ccco1)N/N=C/c1cc(Br)ccc1O
  -2% | 0.9 | -4% | -13 | -3% | 0.1 | -5% | -10%
36) COc1ccc(OCCC(=O)OCC(=O)NC2CCCCC2)cc1
  3% | 0.2 | -16% | 1 | -1% | -1.9 | -23% | -5%
37) Nc1ccc(-n2cnc3cc([N+](=O)[O-])ccc32)cc1
  -4% | 0.1 | -1% | 4 | 4% | -2.2 | -6% | 3%
38) Nc1c(C(=O)Nc2ccc3c(c2)OCCO3)nnn1Cc1ccc(Cl)cc1
  3% | -3.6 | -10% | 3 | -12% | 1.1 | 5% | -4%
39) CC(C)(C)OC(=O)N1CCC(C(=O)N[C@@H](Cc2ccccc2)C(=O)O)(c2ccccc2)CC1
  -18% | -1.7 | 7% | -4 | 4% | -0.5 | -3% | 5%
40) O=C1CCCC2=C1C(c1ccsc1)CC(=O)N2c1ccccc1F (stereo not given)
  -1% | 0.0 | -2% | 0 | 5% | -0.1 | -2%[57.1 µM] | -4%

Carrying on:
Every second line gives: PLK1 PBD block | IL-2 act | EPAC2 agonist | PI5P4K alpha inh | EPAC1 agonist | CCT chaperon mod | WRN helicase inh | EPAC1 antagonist
41) Cc1cc2cc(CNS(=O)(=O)c3ccc4ccccc4c3)ccc2n1C
  -13% | 1.2 | 13% | -6 | -3% | -2.4 | ? | -8%
42) CCOC(=O)C1(C)CCN1C(=O)c1ccc(OC)c(C(F)(F)F)c1 (stereo not given)
  1% | -0.5 | -1% | 5 | -9% | -1.4 | 2%[57.1 µM] | -13%
43) CCCSc1nc(NCc2ccco2)c2c3c(sc2n1)COC(C)(CC)C3 (stereo not given)
  -12% | -0.5 | -2% | 0 | -9% | 0.7 | -6% | 1%
44) N/C(CCN1CCOCC1)=N/O
  -2% | -2.0 | 1% | 2 | -6% | -4.5 | 4% | -3%
45) CC(OC(=O)c1ccc2c(c1)OCO2)C(=O)NC1CCCCC1C (stereo not given)
  2% | -1.6 | 1% | 0 | 2% | -0.5 | 3% | -15%
46) CCOc1ccccc1/C=C(\C#N)C(=O)Nc1cccc(C(=O)O)c1
  -17% | 0.9 | 6% | ? | 3% | 1.3 | -23% | -26%
47) Cc1ccc(-c2nc3cccnc3o2)cc1NC(=O)COc1ccc(C(C)(C)C)cc1
  1% | -0.8 | -16% | -10 | -6% | 1.4 | -22% | -19%
48) O=C(CS(=O)(=O)c1ccccc1)NCc1ccccc1
  -16% | -2.8 | 14% | 4 | -1% | -2.4 | 10% | 7%
49) O=C(CSc1nnc(-c2cccc(Cl)c2)o1)Nc1ccc2c(c1)OCCO2
  -2% | -2.1 | -13% | 0 | 6% | -1.0 | 7% | 7%
50) Cc1c(CCOC(=O)CC23CC4CC(CC(C4)C2)C3)sc[n+]1Cc1ccccc1
  0% | 3.5 | -3% | 1 | -6% | -1.4 | 4% | -2%
51) CCn1ccnc1CNC(=O)C1CCC(=O)N(Cc2ccccc2F)C1 (stereo not given)
  -5% | -0.5 | -2% | -9 | -27% | 0.6 | -13% | -2%
52) Cc1ccccc1N1CC(C(=O)N2CCc3ccccc32)CC1=O (stereo not given)
  -2% | -1.1 | 4% | -6 | -11% | -0.4 | 9% | 6%
53) CC(=O)Nc1ccc(NC(=O)COC(=O)c2cc(S(=O)(=O)N3CCCC3)ccc2O)cc1
  -15% | 0.2 | 5% | 3 | 5% | -3.3 | 10% | 25%
54) COc1cc(CN2CCC(C(=O)N3CCN(c4ccccc4F)CC3)CC2)ccc1O
  -2% | -0.6 | 10% | · | 5% | 0.5 | -2% | 1%
55) Nc1[nH][nH]c(=O)c1N=Nc1ccccc1
  -3% | -0.6 | 5% | -7 | 5% | -1.5 | -30% | -8%
56) CCCCN1C(=O)C(=O)N(CC(=O)Nc2ccccc2C(C)=O)C1=O
  -6% | 1.0 | 10% | 2 | -2% | -13 | 1% | -1%

High-throughput results deposited in PubChem BioAssay by National Center for Advancing Translational Sciences (NCATS).
